KAT2A inh: qHTS Assay for Inhibitors of GCN5L2; Histone acetyltransferase KAT2A (Homo sapiens), Q92830; GCN5L2 HAT assay, ThioGlo1 CoA-SH fluorescence; Potency, µM (highest dose often 58.9 µM), for the others: at the highest dose activity change, negative = inhibition, most hits filed as inhibitors; 390,000 tested, 0.21% active; AID 504327, 2011; active means well fitted inhibition curve with a large enough effect; inconclusive means small, poorly fitted or top-dose-only effect, or another doubt; inactive means no such curve, though single readings can be large or run the other way
Target sequence (Q92830 whole entry, looked up): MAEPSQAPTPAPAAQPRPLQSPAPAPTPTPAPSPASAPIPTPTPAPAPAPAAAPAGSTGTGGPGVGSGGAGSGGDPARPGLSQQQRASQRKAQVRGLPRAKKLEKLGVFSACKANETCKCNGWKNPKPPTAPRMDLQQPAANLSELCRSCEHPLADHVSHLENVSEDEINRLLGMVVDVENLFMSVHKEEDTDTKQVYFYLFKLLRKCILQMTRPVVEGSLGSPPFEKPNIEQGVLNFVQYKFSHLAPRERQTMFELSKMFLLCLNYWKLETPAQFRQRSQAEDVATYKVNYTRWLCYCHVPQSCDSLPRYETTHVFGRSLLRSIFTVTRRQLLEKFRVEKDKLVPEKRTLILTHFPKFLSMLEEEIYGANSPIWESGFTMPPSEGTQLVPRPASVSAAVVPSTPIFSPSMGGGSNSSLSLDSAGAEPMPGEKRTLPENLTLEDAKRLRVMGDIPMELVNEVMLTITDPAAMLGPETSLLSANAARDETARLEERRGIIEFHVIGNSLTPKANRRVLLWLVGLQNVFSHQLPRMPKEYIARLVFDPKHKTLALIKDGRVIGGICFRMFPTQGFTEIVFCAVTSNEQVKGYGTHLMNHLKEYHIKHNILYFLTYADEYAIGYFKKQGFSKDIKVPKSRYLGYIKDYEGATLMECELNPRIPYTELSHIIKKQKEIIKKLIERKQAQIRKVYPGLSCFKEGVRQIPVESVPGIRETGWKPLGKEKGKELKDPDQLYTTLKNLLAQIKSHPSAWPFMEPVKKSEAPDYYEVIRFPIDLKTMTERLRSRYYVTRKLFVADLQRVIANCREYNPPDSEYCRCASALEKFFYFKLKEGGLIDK
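Preincubate 20nM GCN5L2 with compound 15 min, RT → add 50uM ThioGlo1 + 75uM H3(1-25) + 70uM acetyl-CoA → read fluorescence 0 and 20 min. Primary qHTS; fluorescent artifacts likely.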
* marks the source's active call; other numbers are inactive results; ? = inconclusive; & = joins results of further samples; [ ] = remark or other dose. On the % scale 0 is the no-effect control and ±100 the full control effect; potency means the concentration at half of the fitted maximal effect. The list is partial; the hit share may differ from the screen's.

SMILES	KAT2A inh
CC(C)C[C@H](NC(=O)[C@H](CO)NC(=O)[C@@H]1CCCN1C(=O)[C@H](Cc1ccc(O)cc1)NC(=O)[C@H](CC(C)C)NC(=O)[C@H](CC(C)C)NC(=O)[C@@H]1CCCN1C(=O)[C@@H](NC(=O)[C@H](CO)NC(=O)[C@H](CO)NC(=O)[C@H](CO)NC(=O)[C@H](CO)NC(=O)[C@@H]1CCCN1C(=O)[C@@H](NC(=O)[C@@H](N)CO)C(C)C)[C@@H](C)O)C(=O)N[C@@H](C)C(=O)N[C@@H](CC(C)C)C(=O)N1CCC[C@H]1C(=O)N[C@@H](C)C(=O)N1CCC[C@H]1C(=O)O	7%
CC(=O)C1=C(C)NC(SCC(=O)c2ccc(-c3ccccc3)cc2)=C(C#N)C1c1cccnc1 (stereo unspecified)	-13%
O=S(=O)(c1cccc(C(F)(F)F)c1)N1CCN(S(=O)(=O)c2ccc3c(c2)OCCO3)CC1	3%
CCc1ccc(C(=O)Nc2ccc3nn(-c4ccc(C)c(Cl)c4)nc3c2)cc1	-11%
CCOC(=O)C(=Cc1ccccc1)C(=O)OCC	1%
CCC(=O)NC(/C=C/c1ccccc1)c1cc([N+](=O)[O-])c2cccnc2c1O (stereo unspecified)	-7%
CCc1cc2c(=O)nc3n(c2s1)Cc1ccccc1/C3=C(/O)c1ccc(F)cc1	1%
CC(C)CNC(=O)CCSc1nc(-c2ccc3c(c2)OCO3)cc(C(F)(F)F)n1	-2%
Cc1ccc(N(C(=O)C2COc3ccccc3O2)C(C(=O)NC2CCCCC2)c2cn(C)nc2C)cc1 (stereo unspecified)	-8%
CCN1C(=NCCc2cccs2)N[C@@H](CCc2ccccc2)[C@H](C(=O)NCCc2cccs2)[C@H]1C	-2%
C=C(CCC12O[C@H](C(=O)O)[C@@](O)(C(=O)O)[C@](C(=O)O)(O1)[C@H](OC(=O)/C=C/[C@@H](C)C[C@@H](C)CC)[C@H]2O)[C@@H](OC(C)=O)[C@H](C)Cc1ccccc1	5µM*
CC1CC(=O)N(CC(=O)Nc2ccc(OC(F)(F)F)cc2)c2ccccc2S1 (stereo unspecified)	-8%
O=C1c2cccc3c2[C@@H](CCC3)CN1[C@@H]1CN2CCC1CC2	-1%
O=C(O)c1ccc2c(c1)C(=O)N([C@H](Cc1ccc(O)cc1)C(=O)O)C2=O	-6%
CCc1c(C)c2ccc3c(c2oc1=O)CN(Cc1ccccc1)CO3	?
CC(C)[C@]1(c2ccccc2)ON(c2ccccc2C(F)(F)F)C1=O	-2%
Cc1ccc2c(c1)[nH]c1c(=O)n(CCC3=CCCCC3)cnc12	2.5µM*
CCOc1ccc(C(=O)Nc2ccc(-c3nc4cc(C)ccc4o3)cc2)cc1	6%
COc1ccc2nc(C)c(C(=O)OCCN(C)C)cc2c1	-4%
CCC(C)C(=O)OC1CC(O)C=C2C=CC(C)C(CCC(O)CC(O)CC(=O)O)C21 (stereo unspecified)	5%
CCOC(=O)c1c(NC(=O)/C=C/c2ccc(OCC)cc2)sc2c1CCCC2	-1%
COc1ccc(CCNC(=O)c2ccc3c(c2)N(Cc2ccc(Cl)cc2)CCS3)c(OC)c1	-2%
O=C1NC(Cc2ccc(O)cc2)c2nc3ccc(Cl)cc3c(=O)n2-c2ccccc21 (stereo unspecified)	0%
Nc1c(C(=O)Nc2ccccc2)sc2nc(-c3cccnc3)ccc12	0%
CCc1ccc(-c2csc(NC(=O)COC(=O)CCc3nc4ccccc4s3)n2)cc1	-1%
NCCCC(N)CC(=O)NC1CNC(=O)C(C2CC(O)N=C(N)N2)NC(=O)/C(=C/NC(N)=O)NC(=O)C(CO)NC(=O)C(CO)NC1=O (stereo unspecified)	-8%
c1ccc(CSc2nnc3c4ccccc4c4ccccc4c3n2)cc1	-6%
Oc1cc(Nc2cccnc2)cc2cccnc12	-7%&3%
COc1ccc(-c2nc(C)c(CCNC(=O)C(=O)Nc3ccccc3C#N)s2)cc1OC	-5%
CCc1c(C)nc(N)n2c(SCC(=O)N3CCN(c4ccccc4OC)CC3)nnc12	0%
CC(=O)OC[C@]12CC[C@H]3[C@@](C)(CC[C@H]4C(C)(C)CCC[C@]34C)[C@@H]1C[C@@H](C1=CC(=O)O[C@@H]1OC(C)=O)O2	-1%
Cc1ccc(C)c(C(C)NC(=O)C2C3CCC(O3)C2C(=O)O)c1 (stereo unspecified)	-11%
O=c1cc(O)cc(/C=C/c2ccc(O)c(O)c2)o1	-25%
COc1ccc2c(c1)c(N1CCCC1=O)c(C(=O)Nc1ccccc1C(F)(F)F)n2C	1%
Nc1ncn(C2C[C@H](O)[C@@H](CO)O2)c(=O)n1 (stereo partly specified)	-24%
CCCCNC(=O)NS(=O)(=O)c1ccc(C(=O)O)cc1	-8%
O=C(NCCN1CCOCC1)c1cc(Cl)ccc1[N+](=O)[O-]	26%
Cc1ccc(Oc2ccc(-c3nnc(-c4ccccc4)o3)cc2[N+](=O)[O-])cc1C	-3%
CN(C)S(=O)(=O)N(CC(=O)NCCSCc1c(F)cccc1Cl)c1ccccc1	-3%
CCCCc1nnc(NC(=O)COc2ccc3c(C)cc(=O)oc3c2)s1	2%
N#CC1=C(N)SC(N)=C(C#N)C1c1ccc(C(F)(F)F)cc1	-14%
CCN(CC)C(=O)C1=C(C)NC(=O)NC1c1ccccc1F (stereo unspecified)	-19%
CCOC(=O)c1ccc(-n2c(-c3ccc(C)cc3)c(C)n3c4c(=O)n(C)c(=O)n(C)c4nc23)cc1	-5%
Cc1nnc(NC(=O)CSc2ccc(-c3ccccn3)nn2)s1	0%
Fc1cccc(-n2c(-c3cccs3)nc3nc4ccccc4nc32)c1	-11%
COc1ccc(NC(=S)Nc2cc(S(=O)(=O)N3CCCCC3)ccc2OC)cc1	4%
CCc1ccc(Nc2n[n+](-c3ccccc3)c(/C=C/c3ccccc3)s2)cc1	-3%
c1ccc(C(NCc2cccnc2)(c2ccccc2)c2ccccc2)cc1	?
CC1CC(OC(=O)CN2CCCCC2)CC(C)(C)C1 (stereo unspecified)	-3%
COc1cccc2sc(Nc3nc(-c4ccccn4)cs3)nc12	-16%

(list continues)
SMILES	KAT2A inh
Cc1ccc(C2(C(F)(F)F)N=C3Sc4cc(C)ccc4N3C(=O)N2)cc1 (stereo unspecified)	17%
CNc1cc2c(Nc3cccc(Br)c3)ncnc2cn1	0%
Brc1ccc(-c2nn3c(-c4ccncc4)nnc3s2)o1	3%
CCN1CCN(C(=O)N[C@H](C(=O)N[C@@H]2C(=O)N3[C@@H]2SC(C)(C)[C@@H]3C(=O)O)c2ccccc2)C(=O)C1=O	5%[21.4 µM]
CCOC(=O)NCCOc1ccc(Oc2ccccc2)cc1	0%
CCN1C(=O)C=CC1=O	-2%
CCOc1cc(CNc2ccc3c(c2)CCC3)ccc1OC	-1%
NS(=O)(=O)c1cc2c(cc1Cl)N[C@@H](CC1CCCC1)NS2(=O)=O	2%[21.4 µM]
COc1ccccc1C1=Nn2c(COc3ccccc3)nnc2SC1	?
N#Cc1c(-c2ccccc2Cl)cc(-c2ccccc2)[nH]c1=S	-3%

Reprinted from above for reference:
SMILES	KAT2A inh
CC(C)C[C@H](NC(=O)[C@H](CO)NC(=O)[C@@H]1CCCN1C(=O)[C@H](Cc1ccc(O)cc1)NC(=O)[C@H](CC(C)C)NC(=O)[C@H](CC(C)C)NC(=O)[C@@H]1CCCN1C(=O)[C@@H](NC(=O)[C@H](CO)NC(=O)[C@H](CO)NC(=O)[C@H](CO)NC(=O)[C@H](CO)NC(=O)[C@@H]1CCCN1C(=O)[C@@H](NC(=O)[C@@H](N)CO)C(C)C)[C@@H](C)O)C(=O)N[C@@H](C)C(=O)N[C@@H](CC(C)C)C(=O)N1CCC[C@H]1C(=O)N[C@@H](C)C(=O)N1CCC[C@H]1C(=O)O	7%
CC(=O)C1=C(C)NC(SCC(=O)c2ccc(-c3ccccc3)cc2)=C(C#N)C1c1cccnc1 (stereo unspecified)	-13%
O=S(=O)(c1cccc(C(F)(F)F)c1)N1CCN(S(=O)(=O)c2ccc3c(c2)OCCO3)CC1	3%
CCc1ccc(C(=O)Nc2ccc3nn(-c4ccc(C)c(Cl)c4)nc3c2)cc1	-11%
CCOC(=O)C(=Cc1ccccc1)C(=O)OCC	1%
CCC(=O)NC(/C=C/c1ccccc1)c1cc([N+](=O)[O-])c2cccnc2c1O (stereo unspecified)	-7%
CCc1cc2c(=O)nc3n(c2s1)Cc1ccccc1/C3=C(/O)c1ccc(F)cc1	1%
CC(C)CNC(=O)CCSc1nc(-c2ccc3c(c2)OCO3)cc(C(F)(F)F)n1	-2%
Cc1ccc(N(C(=O)C2COc3ccccc3O2)C(C(=O)NC2CCCCC2)c2cn(C)nc2C)cc1 (stereo unspecified)	-8%
CCN1C(=NCCc2cccs2)N[C@@H](CCc2ccccc2)[C@H](C(=O)NCCc2cccs2)[C@H]1C	-2%
C=C(CCC12O[C@H](C(=O)O)[C@@](O)(C(=O)O)[C@](C(=O)O)(O1)[C@H](OC(=O)/C=C/[C@@H](C)C[C@@H](C)CC)[C@H]2O)[C@@H](OC(C)=O)[C@H](C)Cc1ccccc1	5µM*

(list continues)
SMILES	KAT2A inh
Cc1ccc(S(=O)(=O)N(CC(=O)NCCSCc2ccco2)c2ccc(F)cc2)cc1	-21%
CSc1nc(-c2ccco2)nn1C(=O)c1ccc(Cl)cc1	-9%
COC(=O)c1ccc2c(c1)N(CC(=O)Nc1cccc(Cl)c1C)C(=O)c1ccccc1S2	-14%
Cc1nnc(NC(=O)CSc2nnc(Cc3cccn3C)n2-c2cccc(C)c2C)s1	-2%
Cc1nc(-c2ccccc2)sc1-c1nc(-c2cccs2)ncc1S(=O)(=O)c1ccccc1	-12%
CCSC[C@H](NC(=O)[C@H](C)N)C(=O)N[C@@H](CC(=O)O)C(=O)N[C@H](C(=O)N[C@@H](C)C(=O)N[C@H](C(=O)N[C@@H](CSCC)C(=O)N[C@H](C(=O)N[C@H](C(=O)N[C@@H](Cc1cnc[nH]1)C(=O)N[C@@H](CCCNC(=N)N)C(=O)N[C@@H](CC(C)C)C(=O)N[C@@H](C)C(=O)NCC(=O)N[C@@H](CC(C)C)C(=O)N[C@@H](CC(C)C)C(=O)N[C@@H](CO)C(=O)N[C@@H](CCCNC(=N)N)C(=O)N[C@@H](CO)C(=O)NCC(=O)NCC(=O)N[C@H](C(=O)N[C@H](C(=O)N[C@@H](CCCCN)C(=O)N[C@@H](CC(N)=O)C(=O)N[C@@H](CC(N)=O)C(=O)N[C@@H](Cc1ccccc1)C(=O)N[C@H](C(=O)N1CCC[C@H]1C(=O)N[C@H](C(=O)N[C@@H](CC(N)=O)C(=O)N[C@H](C(=O)NCC(=O)N[C@@H](CO)C(=O)N[C@@H](CCCCN)C(=O)N[C@@H](C)C(=O)N[C@@H](Cc1ccccc1)C(N)=O)C(C)C)[C@@H](C)O)C(C)C)C(C)C)C(C)C)[C@@H](C)O)C(C)C)[C@@H](C)O)[C@@H](C)O	-10%
CCOC(=O)CCC(=O)Nc1ncnc2c1C(c1ccccc1)c1c(ccc3ccccc13)O2 (stereo unspecified)	-17%
Cc1cc(C)c2nc(NC3=NCN(CCN4CCOCC4)CN3)nc(C)c2c1	-4%
O=C(NCCCCCCNC(=O)NCc1ccco1)NCc1ccco1	-3%
NCCCC[C@H](NC(=O)[C@@H](Cc1ccccc1)NC(=O)[C@H](Cc1c[nH]c2ccccc12)NC(=O)[C@@H](CCCCN)NC(=O)[C@@H](Cc1c[nH]c2ccccc12)NC(=O)[C@@H](N)Cc1cnc[nH]1)C(N)=O	-21%
CCCCCCCCCCCCCCCCCCNC(=O)OCC(COP(=O)([O-])OCC[n+]1ccsc1)OC (stereo unspecified)	-18%
Cn1c(-c2nonc2NC(=O)c2ccc(C(C)(C)C)cc2)nc2ccccc21	-5%
CCc1ccc(NC(=O)CSc2nc(C)cc(COC)c2C#N)cc1	-3%
COc1ccc(NC(=O)Nc2cc(-c3cn4cccnc4n3)ccc2C)cc1	0%
O=C(CN1C(=O)COc2ccc(S(=O)(=O)N3CCOCC3)cc21)N1CCN(c2ccccc2F)CC1	1%
COc1cccc([C@@H]2Oc3ccc(OC)cc3C(=O)[C@H]2OC(=O)N[C@H](C)C2CCCCC2)c1	-3%
CCCCn1c(C)cc2c(c1=O)C1O[C@](c3ccsc3)(Cc3cc(OC)c(OC)cc31)O2	-3%[12.7 µM]
CCCc1nc(SCC(=O)c2ccc(OC)cc2)c2c(=O)n(C)c(=O)n(C)c2n1	-24%
COc1ccc(N2C(=O)CSC23C(=O)N(C)c2ccccc23)cc1Cl (stereo unspecified)	-8%
Cc1cc2oc(=O)cc(Cn3nnc(-c4ccc(Cl)cc4)n3)c2cc1C(C)C	-13%
CC(C(=O)Nc1ccccc1F)N1CCN(C)CC1 (stereo unspecified)	0%
CC(C)c1ccc(N2CCN(C(=O)c3ccccc3NC(=O)/C=C(\C(=O)O)c3ccccc3)CC2)cc1	0%
N=C1c2ccccc2CN1c1ccc(N2CCOCC2)c(S(=O)(=O)Nc2ccc(Cl)cc2)c1	-17%
CN1C(=O)C2(SCC(=O)N2c2ccc(F)cc2)c2ccccc21 (stereo unspecified)	-7%
CSCCC(NC(=O)c1ccccc1)C(=O)Nc1ccc(NC(C)=O)cc1 (stereo unspecified)	4%
CCc1ccccc1NC(=O)C(=O)NCCc1sc(-c2cccc(C)c2)nc1C	-16%
CC(C)C[C@H](NC(=O)[C@H](CC(C)C)NC(=O)[C@@H](Cc1c[nH]c2ccccc12)NC(=O)[C@H](Cc1ccccc1)NC(=O)[C@@H](Cc1c[nH]c2ccccc12)NC(=O)[C@H](CCC(N)=O)NC(=O)[C@H](CCC(N)=O)NC(=O)[C@@H]1CCCN1C(=O)[C@H](CCCCN)NC(=O)[C@@H]1CCCN1C(=O)[C@H](N)CCCN=C(N)N)C(N)=O	-9%
Cc1ccc2cccc(NC(=O)c3ccc(-c4cccc(Cl)c4Cl)o3)c2n1	0%
CCN1CCN(Cc2nc3c(c(=O)n(C)c(=O)n3C)n2Cc2ccccc2Cl)CC1	-5%
CCOC(=O)c1c(NC(=O)COc2ccccc2)sc(C(C)=O)c1C	0%
